# High-throughput results: PubChem BioAssay, several laboratories
# BoNT F protease: BoNT F light chain protease inhibition | Multiplex microsphere protease cleavage assay, flow cytometry | inhibition, % at 10 µM | actives 0.22% (n = 360,000); in the data active means inhibition above about 35%, passing the limit was not always enough; inconclusive means no clear call, values can overlap the other calls; further: plate controls were buffer without enzyme for full effect and enzyme alone for no effect
# PrPC surface inh: cell surface PrPC inhibition, primary TR-FRET screen; TR-FRET read-out; inhibition, % at 13.8 µM; actives 0.43% (n = 370,000); AID 720596; in the data active means inhibition above about 24%; further: 0% = median of the test wells and 100% = reference compound wells
# BioA inh: inhibitors of Mycobacterium tuberculosis BioA enzyme; purified M. tuberculosis BioA enzyme, plate reader; inhibition, % at 9.99 µM; actives 0.096% (n = 360,000); in the data active means inhibition above about 40%; inconclusive means no clear call, values can overlap the other calls
# Rv3671c protease: inhibitors of M. tuberculosis serine protease Rv3671c; P9WHR9; actives 0.048% (n = 320,000); inhibition, % at 5.96 µM; in the data active means inhibition above about 38%;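 further: extracellular domain of Rv3671c used as enzyme; 0% = enzyme with DMSO and 100% = no enzyme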
# UGM FP inh: blocks M. tuberculosis UGM enzyme; P9WIQ1; purified UGM, fluorescence polarization probe displacement; inhibition, % at 10 µM; actives 0.06% (n = 320,000); AID 504406; in the data active means inhibition above about 10%, passing the limit was not always enough; inconclusive means no clear call, values can overlap the other calls
# Target sequence (P9WIQ1 whole entry, looked up): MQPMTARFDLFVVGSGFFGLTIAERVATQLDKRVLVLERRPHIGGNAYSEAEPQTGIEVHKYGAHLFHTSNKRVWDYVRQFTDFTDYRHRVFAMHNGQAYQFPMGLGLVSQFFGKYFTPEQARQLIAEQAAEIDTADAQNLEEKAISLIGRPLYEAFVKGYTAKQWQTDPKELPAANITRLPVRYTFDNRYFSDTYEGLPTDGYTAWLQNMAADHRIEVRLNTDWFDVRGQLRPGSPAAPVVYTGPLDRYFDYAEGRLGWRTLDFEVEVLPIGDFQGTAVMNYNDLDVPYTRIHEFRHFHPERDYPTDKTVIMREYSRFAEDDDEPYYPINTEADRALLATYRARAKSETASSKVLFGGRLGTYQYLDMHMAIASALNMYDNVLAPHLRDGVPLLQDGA
# MazF activator: increases E. coli MazEF RNase cleavage of RNA; P0AE70; activation, % at 20 µM; FAM/BHQ RNA-DNA oligo cleavage fluorescence, 5 h; actives 0.32% (n = 350,000); in the data active means activation above about 50%
# Target sequence (P0AE70 whole entry, looked up): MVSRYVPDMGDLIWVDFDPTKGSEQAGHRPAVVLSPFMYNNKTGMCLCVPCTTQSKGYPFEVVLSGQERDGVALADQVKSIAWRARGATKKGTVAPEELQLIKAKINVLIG
# FadD28 FP inh: blocks FadD28 binding to the bisubstrate probe | fluorescence polarization | inhibition, % at 12.5 µM | actives 0.22% (n = 360,000) | AID 588549; in the data active means inhibition above about 8.5%, passing the limit was not always enough; inconclusive means no clear call, values can overlap the other calls
# Mtb FBA inh: inhibitors of M. tuberculosis fructose-bisphosphate aldolase; P9WQA3; purified M. tuberculosis FBA, fluorescence read-out; inhibition, % at 1 µM; actives 2.3% (n = 360,000); in the data active means inhibition above about 27%;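 further: 0% = vehicle and 100% = reference inhibitor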
# Target sequence (P9WQA3 whole entry, looked up): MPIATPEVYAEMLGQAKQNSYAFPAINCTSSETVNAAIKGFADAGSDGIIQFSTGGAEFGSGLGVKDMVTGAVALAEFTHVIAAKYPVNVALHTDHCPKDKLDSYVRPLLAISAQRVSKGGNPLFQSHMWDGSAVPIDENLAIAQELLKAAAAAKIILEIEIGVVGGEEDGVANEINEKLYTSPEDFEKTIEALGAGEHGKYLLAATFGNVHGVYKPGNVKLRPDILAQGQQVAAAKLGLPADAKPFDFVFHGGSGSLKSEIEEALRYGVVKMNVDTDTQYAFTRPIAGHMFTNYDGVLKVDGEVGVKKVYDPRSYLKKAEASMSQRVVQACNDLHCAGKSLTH
# GDH-TPI inh: counter-screen for M. tuberculosis FBA inhibitors: GDH-TPI coupled enzymes; GDH-TPI coupled enzyme counterscreen, NADH absorbance; inhibition, % at 4.8 µM; actives 1.2% (n = 360,000); in the data active means inhibition above about 30%;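 further: 0% = DMSO wells and 100% = wells lacking the enzyme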
# * hit, by the source's call; ? = inconclusive; / = not tested or not shown.
SMILES,BoNT F protease,PrPC surface inh,BioA inh,Rv3671c protease,UGM FP inh,MazF activator,FadD28 FP inh,Mtb FBA inh,GDH-TPI inh
Cc1ccc(/C=N/Nc2nc(N3CCOCC3)nc(N3CCOCC3)n2)o1,-3.8,-2.8,/,7.1,-2.7,11.3,0.4,-1.1,17.3
O=C(O)CSc1nnnn1-c1ccccc1,-3.9,-0.4,/,-6.0,0.4,2.7,-2.1,5.4,-10.4
Cc1nnc(SCC(=O)Nc2cc(Cl)ccc2Cl)n1CC1CCCO1 (stereo not given),-4.6,-4.9,1.1,1.2,2.8,4.4,/,1.5,-2.2
O=C(N/N=C/c1ccc(N2CCOCC2)cc1)c1ccc(O)cc1,-9.2,-6.0,-1.0,1.7,-0.3,-8.0,-2.8,3.6,66.2*
COCCC(=O)N1CCC(Oc2ccc(C(=O)N(C)CCCC3CCCC3)cc2)CC1,1.2,9.2,1.0,4.0,5.6,2.7,-1.0,1.8,3.5
CC(=O)Nc1sc(C)c(C)c1C(=O)OCC(=O)Nc1cc(S(=O)(=O)N2CCCCC2)ccc1Cl,11.9,2.6,-2.8,0.4,1.4,4.4,-1.7,1.8,10.7
COCCNC(=O)C(c1ccc(C)cc1)N(Cc1cccs1)C(=O)CCC(=O)Nc1ccccn1 (stereo not given),-22.0,-1.9,0.2,4.6,-0.1,3.7,-0.7,2.1,-7.5
Cc1cc(C)nc(N2CCCC(C(=O)NCCC3=CCCCC3)C2)n1 (stereo not given),-4.1,0.9,-2.7,2.9,0.2,-6.9,-2.4,3.5,3.6
CC(C)(C)c1cc(CN2CCC(O)CC2)cc(C(C)(C)C)c1O,1.3,-4.8,-0.1,-2.4,-2.6,-2.0,-3.4,2.3,7.7
Cc1ccc(/C=C/C(=O)OCC(=O)N2CC(=O)Nc3ccccc32)o1,-3.5,8.4,/,9.8,0.7,-25.8,0.1,-2.8,12.7
CN(C)c1cc2c(c(N(C)C)c1)C(=O)c1ccccc1C2=O,-26.4,-48.1,-5.2,4.4,-1.7,4.3,0.2,-11.1,22.0
Cc1ccc(OCCC(=O)Nc2ccc(F)c(F)c2)cc1,0.0,7.6,-0.4,-2.9,-1.3,-4.7,-4.9,0.7,-1.5
Brc1ccc(OCCCOc2cccc3cccnc23)cc1,?,5.4,0.4,0.0,-2.3,-6.0,-1.3,1.0,7.0
O=C(Nc1ccccc1C(=O)N1CCOCC1)c1noc2c1CCCC2,1.5,2.7,-1.1,-5.7,-0.3,-1.2,0.1,3.8,-1.8
O=C(COc1ccc(C2SCCS2)cc1)NNC(=O)C(Cl)Cl,/,-4.0,0.0,-2.3,1.4,-19.8,-2.1,-1.3,6.2
CCOC(CNC(=O)c1ccc2c(c1)nc(C)n2-c1cccc(F)c1)OCC,-3.6,4.1,/,11.5,-5.6,-2.4,-1.3,-0.2,3.1
CN(C)CCCN1CC(C(=O)O)CC1=O (stereo not given),5.1,0.2,0.8,2.5,-0.8,2.7,-3.3,-3.5,-8.6
N/C(=N\OC(=O)CCC1CCCC1)c1ccc([N+](=O)[O-])cc1,-0.5,-3.9,/,3.5,0.1,4.9,-2.6,-1.2,-1.9
Cn1ccc2c(-c3ccc(F)nc3)cc3c(c21)C1CCC3C1 (stereo not given),4.6,16.2,3.8,/,/,/,-0.2,0.2,/
CCOC(=O)c1c(S(=O)(=O)NCCc2ccc(OC)c(OC)c2)c(C)n(C)c1C,-5.4,1.6,0.4,-8.1,3.4,1.3,1.3,-3.2,2.6
COc1ccc(N(CC(O)CN2CCCCC2)S(=O)(=O)c2ccc(C)cc2)cc1 (stereo not given),4.0,2.7,-0.7,-1.6,0.2,0.3,-0.1,-1.8,3.9
CCCN1CCN(C(=O)c2cc(COc3ccc4ncccc4c3)on2)CC1,0.4,9.7,/,-0.4,-0.2,7.0,-1.5,5.9,17.7
CCOc1ccc(NC(=O)N(c2ccccc2)c2ccccc2)cc1,2.2,-10.2,-0.3,-0.9,0.1,-1.9,0.9,2.7,9.4
O=C(N/N=C\c1cccnc1)c1ccc(Cl)cc1Cl,17.6,/,/,-4.5,-0.5,9.1,-4.5,0.3,-7.3
COc1ccc(C2C(C#N)=C(C)NC(C)=C2C(=O)OC(C)C)c(OC)c1 (stereo not given),-2.0,9.6,2.2,-2.0,-1.5,3.0,-2.8,12.6,5.4
O=C(O)CC(SCC(=O)NC1CCCc2ccccc21)C(=O)O (stereo not given),4.3,4.8,/,9.0,-1.0,4.8,-0.9,2.1,12.9
COc1ccc(OC)c(C2C(C(=O)c3ccc(C)o3)=C(O)C(=O)N2CCN2CCOCC2)c1 (stereo not given),1.5,-1.3,/,-10.4,-2.6,11.3,-1.6,-2.3,2.3
CCc1nnc(NC(=O)C2CCN(C(=O)NC3CCCCC3)CC2)s1,-3.9,-3.4,-1.6,-2.7,0.1,1.0,-0.2,1.9,8.9
Cc1ccc2nc(SCC(=O)Nc3nnc(SCC(N)=O)s3)[nH]c2c1,-0.8,-1.4,-1.6,-4.1,0.3,0.1,-5.3,-0.1,-4.4
N#CCC(=O)c1sccc1-n1cccc1,-2.4,-5.5,5.0,-4.6,2.7,13.2,1.9,0.1,6.0
CCCn1nc(NS(=O)(=O)c2ccccc2)c2cc3cc(C)ccc3nc21,-13.5,0.1,-0.5,0.9,-0.5,-2.7,-1.0,-1.4,-3.0
CCOC(=O)c1c(C)[nH]c(C(=O)CSc2nc3ccccc3o2)c1C,-7.8,0.8,0.9,-4.9,0.2,-9.9,-1.2,1.0,7.0
CCCn1nnnc1NCc1ccccc1OCC,?,3.0,-0.5,6.0,0.5,-14.8,-0.2,-0.8,22.8
CCOC(=O)N1CCC(N2C(=O)c3ccc(C(=O)Nc4ccc(OC)cc4)cc3C2=O)CC1,-5.7,1.8,1.9,-4.3,-2.4,7.9,-2.6,-2.4,8.3
Nc1ncnc(Sc2ncccn2)c1[N+](=O)[O-],-1.7,-4.3,/,/,/,4.3,-2.5,1.6,2.7
O=C(NCCCl)Nc1ccc(Cl)c([N+](=O)[O-])c1,-1.5,-11.8,/,-12.0,-5.2,-11.2,-4.7,-0.1,2.5
O=[N+]([O-])c1cccc(CN2CCN(c3cccc4[nH]ccc34)CC2)c1,-21.4,-8.4,0.6,7.0,2.0,-1.9,-2.2,2.8,0.7
Cc1nn(C2CCCCC2)c(N)c1-c1ccccc1,?,-3.6,-1.0,4.9,0.5,-8.0,-2.8,-6.0,-5.1
O=S(=O)(NOCc1ccc(Cl)cc1)c1ccc(Cl)cc1,-1.0,9.7,-0.5,-8.0,1.6,2.3,0.2,-0.5,6.0
COC(=O)c1ccc(Cn2cnc3c(Cl)ncnc32)cc1,4.3,-1.9,3.0,/,/,3.6,0.4,2.2,9.7
COc1ccccc1/C=N/OC(=O)c1ccc(C)cc1,11.0,-1.8,-1.1,0.2,2.2,4.5,-1.5,-0.8,12.2
COc1cc(/C=N/NC(=O)CCn2nnc3ccccc32)ccc1O,-2.0,-8.2,/,-0.7,-4.3,4.3,-3.1,3.0,2.0
Cc1cc(C)c(C(=O)/C=C/c2cccc3ccccc23)c(=O)[nH]1,12.0,6.6,/,-11.8,2.5,0.5,-1.0,-3.1,19.9
CC1CC(NC(=O)c2cnc3n(c2=O)CCS3)CC(C)(C)C1 (stereo not given),-9.4,7.7,0.9,-0.1,-1.0,-4.8,-3.8,-0.3,8.0
COc1ccccc1C(=O)NCCC(=O)NC1=NCCS1,-0.6,0.6,-3.1,8.0,1.2,2.9,-0.7,-0.2,10.1
CC(=O)Nc1ccc(S(=O)(=O)N(C)CC(=O)OC2CCCCC2=O)cc1 (stereo not given),1.3,3.1,0.8,-10.3,-3.1,2.5,-2.0,-1.9,7.3
CN(CCCNC(=O)c1ccc(N2CCCC2=O)cc1)c1ccccc1,1.4,4.8,0.6,6.1,1.5,1.4,-2.6,7.6,-4.4
O=C(NCc1ccco1)c1ccc(F)c(S(=O)(=O)N2CCCCC2)c1,-1.3,13.0,/,9.3,-3.1,10.8,0.1,3.8,-10.8
CCOC(=O)c1ccc(Oc2c(C)oc3cc(OS(C)(=O)=O)ccc3c2=O)cc1,0.9,5.3,-0.1,-7.7,4.2,-7.2,2.6,2.3,-3.0
O=C1CC(Sc2ncn[nH]2)C(=O)N1c1ccccc1 (stereo not given),?,-0.8,-4.0,-5.4,-1.4,3.7,-5.0,2.6,-5.8
CCOCCCNC(=O)N[C@@H](Cc1ccccc1)C(=O)OC,8.8,-1.0,-0.7,3.4,0.6,-3.6,-1.2,-0.6,9.7
CCc1nnc(NC(=O)c2c(O)c3c([nH]c2=O)CCCC3)s1,0.5,-2.0,/,1.1,-3.0,3.9,-3.1,0.0,2.4
Fc1ccccc1-c1n[nH]c(=S)n1CC1CCCO1 (stereo not given),3.6,-6.9,-2.0,-3.1,0.7,5.3,-3.7,0.3,2.5
COc1cc(/C=N/NC(=O)c2cccnc2)ccc1OCC(=O)Nc1c(C)cc(C)cc1C,-8.5,6.1,-1.4,-11.8,0.1,-0.4,-0.7,-1.7,18.2
COc1ccc(C2=NN3C(C2)c2ccccc2OC32C(=O)N(C)c3ccccc32)cc1 (stereo not given),-1.7,-8.3,-1.0,-5.3,0.4,7.2,-4.4,9.4,-3.9
C=CC[C@H](CC(=O)NCCO)C(=O)N[C@@H](COC(=O)[C@H](CC=C)CC(=O)OC(C)(C)C)Cc1c[nH]c2ccccc12,-1.3,0.3,0.9,-2.8,-1.0,4.9,-3.8,-2.9,2.2
Cc1cccc(NC(=O)CN2C(=O)N/C(=C/c3cc(C)n(C(C)C)c3C)C2=O)c1,-3.2,-5.7,-1.4,-1.3,0.7,-4.4,41.7*,-2.1,20.7
Cc1nn(C)c(Oc2cccc(C(F)(F)F)c2)c1C=O,2.7,6.7,/,10.1,-0.8,0.7,-4.3,-3.7,-8.3
O=c1cc(CCc2ccccc2)[nH]c(=O)[nH]1,2.0,8.1,/,/,/,/,-0.1,16.4,/
COc1ccc(NC(=O)c2cc(S(=O)(=O)N(Cc3ccccc3)c3ccccc3)ccc2Cl)cn1,-8.9,1.6,/,-38.3,-0.3,-14.1,-3.4,-5.3,10.0

# Structural class: the entries above containing a tert-butyl group
SMILES,BoNT F protease,PrPC surface inh,BioA inh,Rv3671c protease,UGM FP inh,MazF activator,FadD28 FP inh,Mtb FBA inh,GDH-TPI inh
CC(C)(C)c1cc(CN2CCC(O)CC2)cc(C(C)(C)C)c1O,1.3,-4.8,-0.1,-2.4,-2.6,-2.0,-3.4,2.3,7.7
C=CC[C@H](CC(=O)NCCO)C(=O)N[C@@H](COC(=O)[C@H](CC=C)CC(=O)OC(C)(C)C)Cc1c[nH]c2ccccc12,-1.3,0.3,0.9,-2.8,-1.0,4.9,-3.8,-2.9,2.2

# Quoted at random: two entries already listed
SMILES,BoNT F protease,PrPC surface inh,BioA inh,Rv3671c protease,UGM FP inh,MazF activator,FadD28 FP inh,Mtb FBA inh,GDH-TPI inh
CC(=O)Nc1sc(C)c(C)c1C(=O)OCC(=O)Nc1cc(S(=O)(=O)N2CCCCC2)ccc1Cl,11.9,2.6,-2.8,0.4,1.4,4.4,-1.7,1.8,10.7
CCCn1nnnc1NCc1ccccc1OCC,?,3.0,-0.5,6.0,0.5,-14.8,-0.2,-0.8,22.8

# The listing continues.
SMILES,BoNT F protease,PrPC surface inh,BioA inh,Rv3671c protease,UGM FP inh,MazF activator,FadD28 FP inh,Mtb FBA inh,GDH-TPI inh
CCN(CC)CCNC(=O)Cn1cnc2sc(C)c(S(=O)(=O)N3CCN(c4ccccc4OC)CC3)c2c1=O,0.0,6.8,-2.1,5.6,0.0,5.3,-4.8,-1.3,-14.9
O=C(CCNS(=O)(=O)c1ccc(Br)s1)N1CCCCC1,-5.5,-1.5,1.9,3.9,-0.4,1.2,-5.7,-1.9,-1.5
COc1cccc(OCC(O)CN2CCN(c3ncccn3)CC2)c1 (stereo not given),-3.2,-6.2,/,-7.2,-1.4,-6.5,-5.5,-1.1,-3.6
CC(c1ccccc1)C1C(C#N)=C(N)SC(N)=C1C#N (stereo not given),-4.8,-3.5,-0.7,2.9,-3.0,-7.1,-1.2,-1.3,8.7
COc1ccc(Cl)cc1NC(=O)CN(C)CC(=O)NC(C)c1ccccc1 (stereo not given),-6.1,-8.2,/,1.0,1.9,0.9,-1.1,-0.1,-2.1
O=C(NCc1ccccc1Br)c1cccs1,-2.9,3.7,0.3,/,/,/,-2.9,2.0,-3.1
CCN1C(=O)S/C(=C\c2ccc(N3CCOCC3)cc2C)C1=O,-5.5,-4.6,-5.6,3.7,1.3,27.9,1.5,-9.5,6.9
